Screens (PubChem)
HKDC1 inhibitor = blocks human hexokinase HKDC1 activity | actives 0.16% (n = 340,000) | AID 493160 | Q2TB90 | inhibition, % at 20 µM | recombinant HKDC1, G6PDH/diaphorase resazurin coupled fluorescence;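 active = inhibition above about 35% when tested at 20 µM, limit read from the data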;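 note: plate controls were DMSO wells with enzyme for no effect and DMSO wells lacking enzyme for full effect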
Target sequence (Q2TB90 whole entry, looked up): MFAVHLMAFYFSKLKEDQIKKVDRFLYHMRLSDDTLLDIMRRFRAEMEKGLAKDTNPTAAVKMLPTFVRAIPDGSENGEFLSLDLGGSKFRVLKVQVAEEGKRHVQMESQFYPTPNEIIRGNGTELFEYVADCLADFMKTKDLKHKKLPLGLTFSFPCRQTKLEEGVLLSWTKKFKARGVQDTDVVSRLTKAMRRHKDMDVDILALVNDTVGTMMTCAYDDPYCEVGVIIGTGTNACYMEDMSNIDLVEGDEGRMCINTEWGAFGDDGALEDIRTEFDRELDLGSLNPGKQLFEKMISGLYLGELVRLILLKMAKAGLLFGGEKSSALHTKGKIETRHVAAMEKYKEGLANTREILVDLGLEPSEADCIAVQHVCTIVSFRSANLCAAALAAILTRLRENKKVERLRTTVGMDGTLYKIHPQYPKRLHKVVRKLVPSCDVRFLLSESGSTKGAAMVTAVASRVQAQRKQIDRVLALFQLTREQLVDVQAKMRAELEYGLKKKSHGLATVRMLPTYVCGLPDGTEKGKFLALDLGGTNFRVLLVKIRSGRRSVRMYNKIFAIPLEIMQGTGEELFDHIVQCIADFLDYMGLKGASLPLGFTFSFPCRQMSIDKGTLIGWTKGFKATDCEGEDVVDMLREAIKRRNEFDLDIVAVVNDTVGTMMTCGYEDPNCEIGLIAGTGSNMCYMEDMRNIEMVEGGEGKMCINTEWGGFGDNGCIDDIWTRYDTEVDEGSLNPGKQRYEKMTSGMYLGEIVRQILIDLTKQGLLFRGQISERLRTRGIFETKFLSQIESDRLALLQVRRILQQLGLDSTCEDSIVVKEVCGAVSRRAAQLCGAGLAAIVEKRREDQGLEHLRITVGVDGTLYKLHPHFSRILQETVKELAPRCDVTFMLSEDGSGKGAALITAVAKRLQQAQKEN
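Material – in-house recombinant HK5 (HKDC1) enzyme · Quantity – HKDC1 at 5 µg/mL · Buffer or medium – pH 8.0 Tris buffer with 10 mM MgCl2 · Reagent – glucose with 1 mM ATP · Dosing – single 20 µM dose · Times – reaction time 90 min, room temperature, protected from light · Technique – resorufin fluorescence at 613 nm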
PfG6PD inh = PfG6PD (Plasmodium falciparum) enzyme inhibition. PfGluPho enzyme, NADPH resazurin-diaphorase fluorescence. inhibition, % at 20 µM. actives 0.78% (n = 350,000). AID 504690;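 active = inhibition reaching at least a set limit at 20 µM in the primary screen, cut at about 59% in these data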;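 note: 0% = DMSO wells with substrate and 100% = DMSO wells lacking glucose-6-phosphate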
UBC13 polyUb = human UBC13 polyubiquitination inhibition; P61088; UBC13 polyubiquitin chain formation, TR-FRET; inhibition, % at 20 µM; actives 0.47% (n = 330,000); AID 485273; in the data active = inhibition above about 45%, passing the limit was not always enough
SENP1 FRET inh = blocks the human SENP1 SUMO protease catalytic domain. recombinant SENP1 catalytic domain, CyPet-SUMO1-YPet FRET cleavage. inhibition, % at 10 µM. actives 0.21% (n = 360,000);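 active = inhibition at least 30% at 10 µM, raw YFP signal under a set limit, fluorescence ratio 0.5 to 1.5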;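 note: 0% = enzyme with DMSO and 100% = no enzyme wells; some results filed as inactive read as strong as hits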
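Assay system: hSENP1 catalytic domain, recombinant. Amount: SENP1 enzyme, 20 pM final. Schedule: 50 min reaction, RT, dark. Technique: FRET, CFP and YFP emission. Control set: no-enzyme wells low, DMSO-plus-enzyme wells high control.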
SENP8 block-1 = SENP8 protease inhibition; Q96LD8; purified SENP8, Z-RLRGG-aminoluciferin cleavage, luminescence; inhibition, % at 10 µM; actives 1.2% (n = 330,000); AID 2540; in the data active = inhibition above about 50%
SENP7 inh = inhibitors of human SENP7 protease; AID 434973; actives 1.5% (n = 330,000); inhibition, % at 5 µM; recombinant SENP7, Z-RLRGG-aminoluciferin luminescence, 40 min; Q9BQF6;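 active = inhibition above about 50% at the single test dose, limit read from the data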;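 note: plate controls were DMSO with enzyme for no effect and no enzyme buffer wells for full effect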
SENP6 inh = blocks the human protease SENP6; Q9GZR1; Recombinant SENP6 catalytic domain, aminoluciferin luminescence; inhibition, % at 10 µM; actives 1.8% (n = 330,000);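 active = inhibition above about 50% at the single tested dose, limit read from the data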;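 note: plate controls were DMSO wells with enzyme for no effect and DMSO wells lacking enzyme for full effect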
MIN6 prolif = MIN6 beta-cell proliferation induction; MIN6 cells proliferation, ATPlite luminescence, 48 h; cells starved in 0.2% serum; 100% = growth in 10% serum; proliferation, % at 10 µM; actives 0.29% (n = 330,000);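 active = compounds whose signal lies at least 3.5 SD above the mean of all wells on their plate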;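 note: 0% = DMSO-treated cells in low-serum medium and 100% = 10% serum control; some compounds called inactive have numbers as strong as hits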
SENP8 block-2 = blocks human SENP8 cleavage of Nedd8 substrate. inhibition, % at 20 µM. AID 602440. recombinant SENP8, Nedd8 substrate fluorescence. actives 0.64% (n = 360,000). Q96LD8; in the data active = inhibition mostly above about 40%, no sharp cut-off; inactive = mostly below about 27%
* = called active by the depositor; nt = not tested or not shown. Random draw from the library (roughly 4% active in at least one column).

SMILES | HKDC1 inhibitor | PfG6PD inh | UBC13 polyUb | SENP1 FRET inh | SENP8 block-1 | SENP7 inh | SENP6 inh | MIN6 prolif | SENP8 block-2
Cc1ccc(NC(=O)NC2(C(=O)NCc3ccco3)CCCCC2)cc1 | -8 | -3 | 8 | 3 | -7 | -3 | -2 | -2 | 40*
Nc1c(C(=O)OCC(=O)Nc2ccc(Cl)cc2[N+](=O)[O-])[nH]c(=O)[nH]c1=O | 5 | 2 | -14 | -10 | -3 | 0 | 5 | -2 | -34
O=C(CNC(=O)c1ccco1)OCc1ccccc1F | -7 | -3 | 8 | -1 | -3 | -7 | -6 | 0 | 19
O=C(Nc1ccccc1Cc1ccccc1)C1CC(=O)N(c2ccc3c(c2)OCCO3)C1 (stereo not given) | 7 | -1 | 4 | -7 | 8 | 6 | 5 | -1 | 23
NC(=S)N/N=C1\CC(n2nnn(-c3cccc(Cl)c3)c2=S)C2COC1O2 (stereo not given) | -4 | 8 | 0 | -1 | -2 | 2 | -14 | -1 | 4
S=C(Nc1cccnc1)NC1CC2CCC1C2 (stereo not given) | -3 | 7 | -3 | 4 | -9 | -4 | -8 | -2 | -4
O=C(NCC(c1ccccc1Cl)N1CCCC1)c1ccc(N2CCCC2=O)cc1 (stereo not given) | 0 | -17 | -6 | 1 | -5 | 5 | 2 | 1 | 9
O=C(C1=C[C@H](c2csc3ccccc23)C[C@H](OCCCCO)O1)N1CCN(Cc2ccc3c(c2)OCO3)CC1 | 0 | 15 | 10 | -2 | -20 | -13 | -16 | -7 | 12
CCOC(=O)c1c(C)n(C)c2ccc(OCC(O)CNCCc3ccccc3)cc12 (stereo not given) | 5 | -4 | 12 | 4 | -9 | -9 | -14 | -6 | 24
COCCCn1nnnc1SCC(=O)N1CCCC1 | -4 | -11 | 2 | -1 | 0 | 2 | 2 | -1 | 6
COCCCN1C(=O)N(c2ccccc2)C(=O)C1CC(=O)Nc1ccc(F)cc1 (stereo not given) | -5 | 3 | 0 | 1 | 6 | 1 | 5 | -2 | 14
COc1cc(OC)cc(C(=O)OCC(=O)Nc2ccc3[nH]c(=O)[nH]c3c2)c1 | -3 | 16 | 5 | 2 | -6 | 4 | -6 | 2 | 4
COc1ccc(Oc2nc(OC)cc(OC)n2)cc1 | -13 | -8 | 6 | 2 | 2 | 2 | 0 | 1 | 8
O=C(NN=Cc1c(O)ccc2ccccc12)c1ccc2c(c1)OCO2 | -23 | -25 | -30 | -23 | -2 | 11 | 2 | -6 | -52
Cc1ccc2c(c1)COc1c3ccc(C(=O)NC(C)C)cc3nn1-2 | -1 | 9 | 4 | 0 | 35 | 34 | 36 | -5 | -204
Cc1ccccc1C(=O)NC1CCN(C(=O)N2CCOCC2)CC1 | -3 | -16 | -4 | 0 | -5 | -2 | -16 | 0 | 9
COC(=O)c1[nH]c2ccc(F)cc2c1NS(=O)(=O)c1ccc(OC)cc1OC | 0 | 12 | -5 | -1 | -2 | -4 | 16 | 1 | 11
CCCC1(c2ccccc2)NC(=O)N(CC(=O)Nc2cc(S(=O)(=O)N3CCOCC3)ccc2Cl)C1=O (stereo not given) | -6 | 6 | -14 | 1 | -2 | -15 | -27 | -2 | -36
N#Cc1nc(COc2cccc(Cl)c2)oc1N1CCN(c2ccccc2)CC1 | -6 | 17 | 15 | 1 | -4 | 0 | -8 | -4 | 19
COC(=O)c1c(NC(=O)/C=C/c2ccco2)sc2c1CCC2 | 3 | -3 | -7 | -27 | 1 | -1 | -7 | 0 | -111
COC(=O)c1ccc(C)c(NC(=O)CCSc2ccc(C)cc2)c1 | -6 | 1 | 2 | 2 | 7 | 16 | 15 | 0 | 13
Cc1ccc(/C([O-])=C(/C(=S)NCc2ccccc2)[n+]2ccccc2)cc1[N+](=O)[O-] | 2 | 12 | 10 | 0 | 2 | -1 | -24 | 1 | 6
COc1ccccc1CCn1c(N)cc(=O)[nH]c1=O | -1 | -2 | 3 | 1 | -11 | 1 | -7 | 6 | 4
Cc1ccc(C)n1NC(=O)c1cccc(Cl)c1 | -5 | 5 | -7 | 2 | -5 | -6 | -22 | -3 | 25
Cc1ccc(C(=O)N(C)c2nnc(-c3ccncc3)s2)cc1 | -1 | -8 | 8 | 2 | -4 | -1 | -24 | -2 | -6

The last 2 compounds of the part above open the next one:
SMILES | HKDC1 inhibitor | PfG6PD inh | UBC13 polyUb | SENP1 FRET inh | SENP8 block-1 | SENP7 inh | SENP6 inh | MIN6 prolif | SENP8 block-2
Cc1ccc(C)n1NC(=O)c1cccc(Cl)c1 | -5 | 5 | -7 | 2 | -5 | -6 | -22 | -3 | 25
Cc1ccc(C(=O)N(C)c2nnc(-c3ccncc3)s2)cc1 | -1 | -8 | 8 | 2 | -4 | -1 | -24 | -2 | -6
O=C(NC1CCCCC1)N1CCN(S(=O)(=O)c2ccc(F)cc2)CC1 | 13 | -14 | 0 | 2 | 3 | 14 | -7 | 0 | -2
Cc1cc(Nc2ccc(Br)cc2)nc(-c2ccccc2O)n1 | -2 | 26 | 17 | -8 | -6 | -5 | -11 | -5 | -117
Cc1cccc(S(=O)(=O)Nc2ccc3c(c2)OCCO3)c1 | -7 | 7 | -6 | 1 | -8 | -13 | -16 | -2 | 4
CCOc1ccc(NS(=O)(=O)c2ccc3c(c2)CCN3C(=O)CCC(=O)O)cc1 | -2 | -1 | -4 | 2 | -6 | -6 | -4 | -3 | 10
O=C1c2cccc3cccc(c23)N1CN1CCN(c2ccccn2)CC1 | -3 | 5 | 3 | -27 | -2 | 3 | -3 | 1 | -296
CN(CCNC(=O)c1c[nH]c2c1ccc1ccccc12)CCNC(=O)c1c[nH]c2c1ccc1ccccc12 | -1 | 8 | nt | -26 | nt | nt | nt | nt | -462
CCCCn1c(SCC(=O)NC(C)(C)C)nnc1-c1ccco1 | -5 | 7 | 7 | 1 | 1 | -4 | -4 | 2 | 12
O=C(CN(c1cccc([N+](=O)[O-])c1)S(=O)(=O)c1ccccc1)NCc1ccccc1 | -1 | -4 | 13 | -2 | -3 | 6 | 8 | 2 | 1
O=C1OC(c2ccc(Cl)cc2)=N/C1=C\C=C\c1ccco1 | 5 | 4 | -29 | 1 | -14 | -7 | -8 | -2 | -88
COc1ccc(NC(=O)COC(=O)Cc2ccsc2)c(OC)c1 | 1 | -12 | 10 | -1 | 5 | -4 | 0 | 0 | 16
CC(=O)Nc1cc(C(=O)N2CCCC2)ccc1Sc1ccc(C)cc1 | -6 | -6 | 0 | -1 | 1 | 1 | -4 | 0 | 5
O=C1N(Cc2cccc(Cl)c2)C[C@@H]2C[C@@H](c3ccco3)N3CCC[C@@]123 | -7 | 6 | 4 | -6 | -2 | 3 | -8 | 3 | -9
CCCn1c(SCC(=O)Nc2nnc(CC)s2)nnc1-c1ccncc1 | -6 | -10 | 6 | 2 | 1 | 4 | 7 | -4 | 5
Cc1ccc(S(=O)(=O)N2CCN(C(=O)CN3CCOCC3)C2C(C)C)cc1 (stereo not given) | -12 | -13 | -8 | 3 | -3 | -4 | -16 | 1 | 10
CC(=O)Nc1ccc(S(=O)(=O)N2CCCC2C(=O)Nc2ccc(F)cc2)cc1 (stereo not given) | -5 | -24 | -5 | 2 | -8 | 6 | -3 | -2 | 22
CC(=O)OC1COC(n2c(O)c(N=NC(N)=S)c3ccccc32)C(OC(C)=O)C1OC(C)=O (stereo not given) | 2 | 5 | 16 | 3 | -2 | -10 | 2 | -2 | 22
NC(=O)Cc1nc2scc(-c3ccccc3)c2c(=O)[nH]1 | -8 | 3 | -5 | -55 | -2 | -2 | -30 | 1 | -14
CC(=O)Nc1ccc(Nc2ccccc2)cc1 | 1 | 11 | -6 | 0 | -5 | 9 | -16 | -4 | 17
O=C(c1ccc(Br)cc1)N(c1ccccn1)C1CCCCC1 | 0 | 3 | -2 | 1 | -8 | -6 | -11 | 1 | 29
Cc1cccc(C)c1NC(=O)CN(C)C(=O)C1=COCCO1 | -6 | 3 | 12 | 4 | -3 | 3 | 0 | -1 | 4
CCCCn1c(N)c(N(CC)C(=O)c2ccncc2)c(=O)[nH]c1=O | -3 | -8 | 10 | -1 | -6 | 6 | -20 | 4 | -4
COc1ccc(C(=O)/C=C/c2ccc(OC)c(CN3CCOCC3)c2)cc1 | -1 | 14 | 3 | -7 | -3 | 3 | -20 | -2 | -19
Cc1ccc(NC(=O)C(c2ccccc2)c2ccccc2)nc1 | -4 | 6 | 4 | 0 | 7 | -6 | 5 | -2 | 14
CC(=O)Nc1cccc(OCC(O)Cn2cnc3ccccc32)c1 (stereo not given) | -6 | -13 | -4 | 3 | 1 | 6 | 1 | 3 | 12
CCC(C(=O)OCC(=O)Nc1c(Cl)cccc1Cl)c1ccccc1 (stereo not given) | -10 | -6 | -17 | 2 | -12 | -6 | -3 | -1 | 8
CC(C)(C)c1ccc(CNC(=O)C2CCCN2C(=O)Nc2ccccc2)cc1 (stereo not given) | -1 | 0 | -1 | 1 | -8 | 0 | -25 | 2 | 9

Among those listed so far, 7 contain an NH in an aromatic ring.
SMILES | HKDC1 inhibitor | PfG6PD inh | UBC13 polyUb | SENP1 FRET inh | SENP8 block-1 | SENP7 inh | SENP6 inh | MIN6 prolif | SENP8 block-2
Nc1c(C(=O)OCC(=O)Nc2ccc(Cl)cc2[N+](=O)[O-])[nH]c(=O)[nH]c1=O | 5 | 2 | -14 | -10 | -3 | 0 | 5 | -2 | -34
COc1cc(OC)cc(C(=O)OCC(=O)Nc2ccc3[nH]c(=O)[nH]c3c2)c1 | -3 | 16 | 5 | 2 | -6 | 4 | -6 | 2 | 4
COC(=O)c1[nH]c2ccc(F)cc2c1NS(=O)(=O)c1ccc(OC)cc1OC | 0 | 12 | -5 | -1 | -2 | -4 | 16 | 1 | 11
COc1ccccc1CCn1c(N)cc(=O)[nH]c1=O | -1 | -2 | 3 | 1 | -11 | 1 | -7 | 6 | 4
CN(CCNC(=O)c1c[nH]c2c1ccc1ccccc12)CCNC(=O)c1c[nH]c2c1ccc1ccccc12 | -1 | 8 | nt | -26 | nt | nt | nt | nt | -462
NC(=O)Cc1nc2scc(-c3ccccc3)c2c(=O)[nH]1 | -8 | 3 | -5 | -55 | -2 | -2 | -30 | 1 | -14
CCCCn1c(N)c(N(CC)C(=O)c2ccncc2)c(=O)[nH]c1=O | -3 | -8 | 10 | -1 | -6 | 6 | -20 | 4 | -4
